MEKK2wt PB1 HTS = modulators of MEK5 binding to wildtype MEKK2, primary screen, biochemical, multiplex bead flow cytometry, Alexa488-MEK5; Mitogen-activated protein kinase kinase kinase 2 (Homo sapiens), Q9Y2U5; actives 1.1% (n = 290,000); AID 1531, 2009; Alexa488-MEK5 binding to MEKK2 WT; actives lie on both sides; binding response (% of control), % at 10 µM; in the data active means binding response below about 67% or above about 130%
FID counter = compounds displacing fluorescent DNA intercalator, primary screen, artefact control for HCV NS3 helicase inhibitor project, biochemical, FID fluorescence. AID 1845, 2009. actives 0.17% (n = 290,000). inhibition, % at 7.9 µM. DNA fluorescent intercalator displacement; in the data active means inhibition above about 37%;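 further: 0% = vehicle and 100% = reference compound; higher means more ethidium bromide displaced from hairpin DNA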
SUMO HTRF inh = inhibitors of in vitro SUMOylation cascade, primary screen, biochemical, HTRF, uHTS | SUMO-conjugating enzyme UBC9 (Homo sapiens), P63279 | HTRF SUMOylation assay, SAE1/SAE2 + UBC9 | inhibition, % at 35 µM | actives 0.36% (n = 290,000) | AID 2006, 2009; in the data active means inhibition above about 50%, passing the limit was not always enough; further: strong numbers were not always called active
Target sequence (P63279 whole entry, looked up): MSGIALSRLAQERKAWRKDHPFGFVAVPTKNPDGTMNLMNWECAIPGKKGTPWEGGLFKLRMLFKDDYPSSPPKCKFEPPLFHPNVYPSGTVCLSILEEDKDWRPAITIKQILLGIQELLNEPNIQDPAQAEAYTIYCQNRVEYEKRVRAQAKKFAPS
NS3 helicase inh = inhibitors of HCV NS3 helicase, primary screen, biochemical, Cy5 molecular beacon fluorescence. Hepatitis C virus NS3 helicase. NS3 helicase DNA unwinding. inhibition, % at 10.9 µM. actives 0.56% (n = 290,000);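 active means inhibition above the mean of all tested compounds plus 3 SD, set per campaign, cut at about 35% in these data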;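 further: 0% = DMSO wells and 100% = thioflavine S control wells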
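Control set: DMSO versus 110 µM thioflavine S; Material: NS3 helicase fragment of HCV; Measured by: Cy5 fluorescence at 0 and 60 min, beacon hairpin quenching; Read-out basis: percent inhibition from t60/t0 fluorescence ratio; Times: reaction time 60 min, 25 °C; Repeats: single replicate; Compound dosing: single dose, 10.9 µM nominal final, DMSO 0.8% final.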
MEKK2mut PB1 HTS = MEK5 binding signal on mutant MEKK2 PB1, primary screen, biochemical, multiplex bead flow cytometry, Alexa488-MEK5. actives 0.35% (n = 290,000). percent response, % at 10 µM. Alexa488-MEK5 binding to MEKK2 mutant; in the data active means percent response above about 24%, passing the limit was not always enough; further: inactives centre near 1; some results filed as inactive read as strong as hits
GalR3 antag = GalR3 antagonists in HEK293 cells, primary screen, cell-based, fluorescence readout; Galanin receptor type 3 (Homo sapiens), O60755; HEK293 GalR3-CNG cAMP membrane potential fluorescence; galR3 body fused to GalR1 C-terminus; inhibition, % at 3 µM; actives 0.44% (n = 360,000); AID 651719, 2012;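 active means inhibition above the screen-wide average plus 3 SD, cut at about 13% in these data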;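 further: forskolin and galanin both at EC90 stimulate the cells; cAMP rise reported by CNG channel membrane potential dye signal; 0% = forskolin plus galanin with DMSO and 100% = forskolin alone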
Target sequence (O60755 1-299 limits assumed): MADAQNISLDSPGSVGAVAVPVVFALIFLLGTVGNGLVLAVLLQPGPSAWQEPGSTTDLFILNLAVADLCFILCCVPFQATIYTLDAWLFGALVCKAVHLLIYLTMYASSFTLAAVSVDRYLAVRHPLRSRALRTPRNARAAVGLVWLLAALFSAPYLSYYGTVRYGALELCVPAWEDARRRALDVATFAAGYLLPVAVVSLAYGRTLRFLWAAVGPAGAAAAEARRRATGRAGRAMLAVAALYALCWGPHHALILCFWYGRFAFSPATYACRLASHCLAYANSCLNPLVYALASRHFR
CRFBP-R2 block = antagonists of CRF-BP/CRF-R2 complex, primary screen, cell-based, HEK293, calcium dye fluorescence, uHTS; CRF-induced calcium fluorescence; actives 0.59% (n = 350,000); inhibition, % at 11.8 µM; AID 588475, 2011;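 active means inhibition of the ligand-induced calcium signal above about 50% at the single tested concentration, limit read from the data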
CRFR2-BP ag = agonists of CRF-BP/CRF-R2 complex, primary screen, cell-based, HEK293, calcium dye fluorescence, uHTS. CRF-binding protein / CRF receptor 2 complex (human). AID 588473, 2011. activation, % at 13.2 µM. calcium dye fluorescence (FLIPR); percent of saturating CRF peptide response. actives 0.46% (n = 350,000);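 active means activation of at least 50%, plus an integration ratio under a set limit after plate pattern correction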;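 further: plate controls were neutral control wells without compound for no effect and CRF at EC100 for full effect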
MEKK3 PB1 HTS = modulators of MEKK3-MEK5 PB1 binding, primary screen, biochemical, wildtype MEKK3, multiplex bead flow cytometry, Alexa488-MEK5; Mitogen-activated protein kinase kinase kinase 3 (Homo sapiens), Q99759; bead-based flow cytometry, Alexa488-MEK5 binding to MEKK3; actives lie on both sides; 0 = blocked by unlabeled MEK5, 100 = vehicle; binding response (% of control), % at 10 µM; actives 1.4% (n = 290,000); AID 1529, 2009;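 active means binding response more than 3 SD above or below the average of its plate-row segment, actives on both sides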;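 further: Alexa488 bead fluorescence after subtracting the streptavidin-only scavenger bead signal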
Target sequence (Q99759 whole entry, looked up): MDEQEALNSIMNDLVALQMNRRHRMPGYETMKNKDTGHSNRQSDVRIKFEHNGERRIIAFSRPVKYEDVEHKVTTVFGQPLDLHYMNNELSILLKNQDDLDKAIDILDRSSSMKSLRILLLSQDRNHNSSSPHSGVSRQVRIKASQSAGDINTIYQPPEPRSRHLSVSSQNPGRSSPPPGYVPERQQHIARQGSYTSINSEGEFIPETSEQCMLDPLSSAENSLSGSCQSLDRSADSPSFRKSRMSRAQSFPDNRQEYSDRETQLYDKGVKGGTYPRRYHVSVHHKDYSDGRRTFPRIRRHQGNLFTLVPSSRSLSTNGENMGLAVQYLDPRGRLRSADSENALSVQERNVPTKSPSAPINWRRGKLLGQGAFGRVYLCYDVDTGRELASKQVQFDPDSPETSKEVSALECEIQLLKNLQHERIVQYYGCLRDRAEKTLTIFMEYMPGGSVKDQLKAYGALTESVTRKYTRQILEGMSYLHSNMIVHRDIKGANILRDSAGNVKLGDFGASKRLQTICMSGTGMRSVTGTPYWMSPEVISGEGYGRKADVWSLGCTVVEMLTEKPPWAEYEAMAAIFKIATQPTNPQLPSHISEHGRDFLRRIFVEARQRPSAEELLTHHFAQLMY
The depositor's hits bear a star; . = not tested or not shown. These rows are one share of the data; the hit share may differ from the screen's.

SMILES	MEKK2wt PB1 HTS	FID counter	SUMO HTRF inh	NS3 helicase inh	MEKK2mut PB1 HTS	GalR3 antag	CRFBP-R2 block	CRFR2-BP ag	MEKK3 PB1 HTS
CCn1cc(C(=O)NCc2ccccn2)c(=O)c2cc(F)c(N3CCN(C)CC3)cc21	104	.	10	.	3	-3	1	-0.2	100
O=C(/C=C/c1ccc(F)cc1)N1CCCc2ccccc21	85	-25	-10	1	-15	-4	-2	1.9	87
COCc1ccc(C(=O)Nc2ccc(C(=O)O)cc2)o1	98	-1	21	-8	-2	-7	2	1.3	98
COc1cc(SC)ccc1C(=O)N(Cc1ccccc1)c1ccccn1	91	-28	17	3	-23	-4	-2	-3.5	96
CCc1ccc(N(C2C=CS(=O)(=O)C2)S(=O)(=O)c2ccccc2)cc1 (centres undefined)	101	-12	1	1	-1	-3	4	-2.6	97
Nn1c(SCC(=O)N2CCCCCC2)nnc1-c1ccncc1	102	-2	11	16	1	-7	-7	-1.3	104
COCCn1c(SCC(=O)Nc2ccc(F)cc2)nc2c(oc3ccccc32)c1=O	97	-11	13	-2	-3	-1	3	-0.3	104
COc1ccc(NC(=O)c2sc3ncn(CC(=O)N4CCCCC4)c(=O)c3c2C)cc1OC	102	-45	-6	-2	3	2	-8	-1.2	102
Cc1ccc(-c2nc3n(n2)Cc2ccccc2-3)cc1	103	-2	7	-6	-1	-2	0	-0.6	103
S=c1[nH]nc(Cc2n[nH]c(=S)n2-c2ccccc2)n1-c1ccccc1	112	-6	12	4	7	-8	3	1.1	108
O=C(C(c1ccccc1)c1ccccc1)N1CCN(Cc2ccccn2)CC1	96	-8	16	-6	-7	7	-31	1.7	96
N#Cc1ccsc1NC(=O)CN(Cc1ccccc1)Cc1ccccc1	100	-12	-7	4	0	-1	-15	2.3	103
CC(C)[C@H]1COC(NC2=N[C@@H](C(C)C)CO2)=N1	90	-9	-17	16	-14	-6	-2	-2.1	91
CCOc1cc(C2C(C(=O)OC)=C(C)N=C3SCCC(=O)N32)ccc1OC(C)=O (centres undefined)	101	-13	-9	-2	1	4	13	-1.1	103
Cc1c(NC(=S)N/N=C/c2ccc([N+](=O)[O-])cc2O)c(=O)n(-c2ccccc2)n1C	92	-12	-2	2	-6	1	2	1.2	96
Cc1cccc(OCC(=O)Nc2ccc(N3CCCC3)cc2)c1C	93	.	5	.	7	-6	8	0.1	77
O=C1C=CC(=O)N1CCCCCCN1C(=O)C=CC1=O	101	-6	5	-2	62*	-2	47	0.6	106
CCOC(=O)Nc1ccc(=O)n(Cc2c(Cl)cccc2Cl)c1	111	-7	30	5	12	-4	-7	-1.1	111
CCn1cc(C(=O)N[C@H](C)c2ccccc2)c(=O)c2cc(F)c(N3CCN(C)CC3)cc21	109	27	10	-19	16	1	-29	6.2	102
CCC(Cc1ccccc1)NS(=O)(=O)c1ccc2c(c1)NC(=O)CO2 (centres undefined)	95	-28	5	0	0	-2	12	-0.1	97
CCOc1cccc(CN2CCN(CCCc3ccccc3)C(CCO)C2)c1O (centres undefined)	108	1	20	-1	6	-9	21	-0.2	105
Oc1ccc(-c2nc3ccccn3c2NCc2ccc3c(c2)OCO3)cc1	95	3	18	5	-5	-1	-2	2.5	93
COCCN=C1Sc2nc3cc(C)c(C)cc3cc2CN1Cc1cccs1	96	-23	-12	15	2	-1	1	0.6	98
COc1ccc(S(=O)(=O)N2CCCC(C(=O)NCc3ccc(F)cc3)C2)cc1 (centres undefined)	106	-31	6	9	7	-8	-4	-0.3	101
Cc1ccc(NP(=O)(Nc2ccc(C)cc2)Nc2ccc(C)cc2)cc1	94	-13	-7	-15	-4	-6	-6	-1.4	104
COc1ccccc1-n1cc(CN2CCN(C3CCCC3)C(CCO)C2)cn1 (centres undefined)	92	2	7	-5	-7	-7	11	-1.1	102
O=C1SC(SCc2ccccc2)=N/C1=C\c1ccc(C(=O)O)cc1	78	5	8	8	-13	-4	8	-0.4	99
Cc1cc(NC(=O)CCN2C(=O)C3C4CCC(C4)C3C2=O)cc(C)c1Br (centres undefined)	96	-22	3	-3	2	-5	-54	33	103
O=C(O)c1ccc(N/N=C/C=C/c2ccccc2[N+](=O)[O-])cc1	67	-10	14	6	-12	-4	-33	7.2	55
CCOCCCNC(=S)N(Cc1ccco1)Cc1cc2cc3c(cc2[nH]c1=O)OCCO3	90	-12	12	11	-10	-4	-2	-1.7	96
CCc1cccc(CC)c1NC(=O)Cn1c(-c2ccc(F)cc2)noc1=O	107	-5	0	7	5	-9	12	-1.3	106
CC(C)NS(=O)(=O)c1ccc(CCC(=O)N2CCOCC2)cc1	107	1	7	6	2	-2	-21	-0.6	109
COCCCN1C(=O)C2C(C(=O)Nc3cc(C)cc(C)c3)C3C=CC2(O3)C1C(=O)NC1CCCCC1 (centres undefined)	99	-36	-5	9	-2	1	5	-0.9	99
CN(CC(=O)N1CCN(c2ccccc2)CC1)S(=O)(=O)c1cccs1	96	-19	-8	6	-2	-5	6	-1.2	99
O=C(NC(=S)Nc1ccc(Br)cn1)c1cccs1	93	2	-6	2	-7	-8	-22	1.4	103
FC(F)(F)c1ccccc1CN1CCCC(N2CCN(c3ccccc3)CC2)C1 (centres undefined)	108	4	-9	2	2	-8	-28	3.1	103
O=C(Nc1ccccc1)/C(=C\c1ccco1)NC(=O)c1ccco1	101	-14	-1	23	1	-6	13	2.6	100
CC(=O)Nc1nnc(SCc2cccc(F)c2)s1	96	-6	26	-13	0	5	3	2.2	100
CC1CCC2(CC1)Nc1ccccc1C(=O)N2c1ccccc1 (centres undefined)	101	0	28	7	5	6	1	-0.2	99
CCN1C2OC3OC4C(OC3OC2N(CC)S1(=O)=O)N(CC)S(=O)(=O)N4CC (centres undefined)	95	-1	-14	8	2	-1	-2	2.8	105
COc1ccc(NC2CC(=O)N(C(C)C)C2=O)cc1 (centres undefined)	94	-5	-5	11	-5	-8	36	-1.1	96
Cc1ccc(NC(=O)NCCCN2CCCC2=O)cc1	109	-1	11	3	11	-7	31	-2.4	108
CCC(CC)C(=O)c1c[nH]c(C(=O)NCC2CCCO2)c1 (centres undefined)	100	-6	-3	2	-4	-2	-6	-1.0	96
CC1CCCN(c2ccc([N+](=O)[O-])cc2C(=O)c2ccccc2)C1 (centres undefined)	92	3	7	0	-2	-6	-10	1.9	95
CC(C)NS(=O)(=O)c1ccc(CCC(=O)NCc2ccncc2)cc1	87	0	-5	-4	-10	-4	-26	19	95
CCN(CC)C1=C(Cl)C(=O)C(Cl)C12OCCO2 (centres undefined)	96	-2	-1	-1	-3	-3	3	-1.4	99
COc1cc(C(=O)Nc2cccc3c2CCCC3)cc(OC)c1OC	108	-22	0	-5	6	-11	2	1.3	104
CCOC(=O)C(NC(C)=O)(Nc1ccc(S(=O)(=O)Nc2ncccn2)cc1)C(F)(F)F (centres undefined)	92	-5	4	2	-9	3	24	-0.8	98
CC(C)Oc1ccc(CNC(=O)C2CCCN(S(=O)(=O)N3CCOCC3)C2)cc1 (centres undefined)	99	-31	.	0	1	-5	4	2.0	102
COc1ccc(OC)c(NC(=O)CSc2ccc3ccccc3c2)c1	92	-17	15	-6	-12	-2	3	-1.1	89
Cc1ccc(CC2S/C(=C(/C#N)C(=O)N3CCOCC3)N(c3ccccc3)C2=O)cc1 (centres undefined)	96	-22	9	0	-4	-1	-7	8.5	98
C/C=C(\CS(=O)(=O)c1ccccc1)S(=O)(=O)c1ccccc1	101	1	-2	9	1	3	2	-1.0	99
O=C(COc1ccc(Cl)cc1Cl)NNC(=S)Nc1ccc(F)cc1	96	-23	-117	-3	1	.	-21	0.3	98
CCOc1c(CNCCNC(=O)c2nonc2N)cccc1OC	98	-1	20	-8	-1	-3	18	-0.5	96
CC1=C(C)CC(C(=O)NCCc2ccccc2)C(C(=O)O)C1 (centres undefined)	102	-6	11	0	1	-5	-9	-0.9	101
O=C(/C=C/c1ccc(Br)cc1)NC(=S)Nc1ccc(S(=O)(=O)Nc2nccs2)cc1	72	0	-14	2	-6	-11	17	2.2	92
CCSCCOC(=O)C1=C(C)NC(=O)NC1c1cc(OC)ccc1OC (centres undefined)	100	-12	-20	-2	2	3	-23	0.2	97
CCOC(=O)CSc1nnc(Cn2nnc3ccccc32)n1-c1ccc(F)cc1	93	-15	-1	0	-2	-4	8	-1.1	100
O=[N+]([O-])c1ccc(-n2nnnc2-c2ccccc2)c([N+](=O)[O-])c1	101	-2	12	7	-1	-1	3	-2.9	108
NC(=O)N=Nc1c(O)[nH]c2ccc([N+](=O)[O-])cc12	104	1	33	-8	1	3	9	-1.0	106

Another view of some results above:
Fields – MEKK2wt PB1 HTS	FID counter	SUMO HTRF inh	NS3 helicase inh	MEKK2mut PB1 HTS	GalR3 antag	CRFBP-R2 block	CRFR2-BP ag	MEKK3 PB1 HTS
COc1ccc(OC)c(NC(=O)CSc2ccc3ccccc3c2)c1
 : 92	-17	15	-6	-12	-2	3	-1.1	89
Cc1ccc(CC2S/C(=C(/C#N)C(=O)N3CCOCC3)N(c3ccccc3)C2=O)cc1 (centres undefined)
 : 96	-22	9	0	-4	-1	-7	8.5	98
C/C=C(\CS(=O)(=O)c1ccccc1)S(=O)(=O)c1ccccc1
 : 101	1	-2	9	1	3	2	-1.0	99
O=C(COc1ccc(Cl)cc1Cl)NNC(=S)Nc1ccc(F)cc1
 : 96	-23	-117	-3	1	.	-21	0.3	98
CCOc1c(CNCCNC(=O)c2nonc2N)cccc1OC
 : 98	-1	20	-8	-1	-3	18	-0.5	96

The results go on:
SMILES	MEKK2wt PB1 HTS	FID counter	SUMO HTRF inh	NS3 helicase inh	MEKK2mut PB1 HTS	GalR3 antag	CRFBP-R2 block	CRFR2-BP ag	MEKK3 PB1 HTS
O=C1C2C3C=CC(C3)C2C(=O)N1c1ccc2c(c1)CCC2 (centres undefined)	98	-3	10	-5	-7	.	8	-1.1	86
Cc1ccc2c(c1)N(Cc1cccc(C#N)c1)C=NS2(=O)=O	94	-4	15	0	-1	-9	4	0.8	95
CNC(=O)/C(=C\c1ccc2c(c1)OCO2)NC(=O)c1ccc(Br)cc1	96	-2	12	5	3	-1	10	0.1	103
CC(C)N1CCC(=NNC(=O)c2cccs2)CC1	112	-11	3	12	7	-1	6	0.2	105
O=C(Nc1nc2ccccc2s1)c1ccc(Cl)s1	106	0	6	5	5	-6	-9	0.5	104
Cc1nc2ccccc2c(=O)n1CCN1CCOCC1	89	1	0	1	4	-2	-2	0.3	99
Cn1cc(CN2CCC(C(O)c3cccs3)CC2)c(-c2ccccc2F)n1 (centres undefined)	101	6	-15	4	-1	5	-6	-0.1	94

Screening data deposited in PubChem BioAssay by several laboratories.
